Compound activity: PubChem, Sanford-Burnham Center for Chemical Genomics
A3A deaminase – human APOBEC3A DNA deaminase inhibition; inhibition, % at 20 µM; AID 493011; 330,000 tested, 0.41% active; recombinant A3A, FAM/TAMRA ssDNA deamination fluorescence;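 active = at least 40% inhibition at 20 µM here, with at most 30% in a related deaminase screen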;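 note: plate controls were A3A with DMSO for no effect and wells lacking A3A enzyme for full effect; some results filed as inactive read as strong as hits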
mIAP activ – increases mouse intestinal alkaline phosphatase activity. muIAP, CDP-Star luminescence, 30 min; stronger effect = higher value; 1 = vehicle-only enzyme signal, 0 = enzyme-free wells. activation factor at 10 µM. 330,000 tested, 0.24% active;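 active = activation factor of at least 2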; note: the source names both 10 and 20 µM as test concentration; values of inactives mirror those of a sister screen read the other way
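System: mouse IAP enzyme. Reagent: CDP-Star chemiluminescent phosphatase substrate. Benchmarks: DMSO wells, no-enzyme wells. Times: 30 min enzyme-substrate-compound incubation at room temperature. Detection: luminescence from enzymatic CDP-Star hydrolysis. Doses: test compounds delivered from DMSO solution.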
APOBEC3G inh – inhibitors of human APOBEC3G DNA deaminase. inhibition, % at 20 µM. Q9HC16. AID 493012. recombinant A3G, ssDNA deamination FAM/TAMRA fluorescence. 330,000 tested, 0.28% active;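 active = inhibition of at least 40% at 20 µM, with no more than 30% in the related APOBEC3A deaminase screen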;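 note: plate controls were DMSO wells with A3G for no effect and wells lacking A3G enzyme for full effect; some compounds called inactive have numbers as strong as hits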
Target sequence (Q9HC16 whole entry, looked up): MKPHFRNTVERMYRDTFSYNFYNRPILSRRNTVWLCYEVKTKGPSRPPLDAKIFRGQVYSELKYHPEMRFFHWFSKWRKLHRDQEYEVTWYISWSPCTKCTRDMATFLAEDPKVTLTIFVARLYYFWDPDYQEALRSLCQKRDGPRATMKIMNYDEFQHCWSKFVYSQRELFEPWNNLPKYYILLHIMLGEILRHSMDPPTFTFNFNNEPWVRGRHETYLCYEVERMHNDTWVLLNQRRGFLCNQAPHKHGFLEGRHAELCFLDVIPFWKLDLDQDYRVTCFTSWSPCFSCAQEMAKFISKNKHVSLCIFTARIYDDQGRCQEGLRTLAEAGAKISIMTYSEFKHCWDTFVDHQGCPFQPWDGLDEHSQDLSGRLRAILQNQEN
ATG4B inh – blocks human ATG4B protease cleavage of LC3 substrate. AID 504462. inhibition, % at 8.33 µM. 340,000 tested, 0.51% active. Q9Y4P1. ATG4B cleavage of LC3-PLA2, NBD-HPC fluorescence, 1 h; in the data active = inhibition above about 40%
mIAP inh – blocks mouse intestinal alkaline phosphatase; AID 2806; purified mouse IAP, CDP-Star luminescence, 30 min; 330,000 tested, 0.2% active; inhibition, % at 10 µM;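 active = inhibition of at least 40% at 10 µM in the primary screen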;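 note: plate controls were DMSO with enzyme for no effect and no enzyme wells for full effect; values of inactives mirror those of a sister screen read the other way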
beta cell repl – induces beta-cell replication in MIN6 cells. 330,000 tested, 0.29% active. AID 2380. MIN6 cells proliferation, ATPlite luminescence, 48 h; cells starved in 0.2% serum; 100% = growth in 10% serum. proliferation, % at 10 µM;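 active = compounds whose signal lies at least 3.5 SD above the mean of all wells on their plate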;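 note: 0% = DMSO-treated cells in low-serum medium and 100% = 10% serum control; some compounds called inactive have numbers as strong as hits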
hIAP act – human IAP activation; activation factor at 10 µM; P09923; 330,000 tested, 0.16% active; purified human IAP, CDP-Star luminescence, 30 min; stronger effect = higher value; 1 = vehicle-only enzyme, 0 = enzyme-free background;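 active = activation factor of the enzyme at least 2-fold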; note: the source names both 10 and 20 µM as test concentration; values of inactives mirror those of a sister screen read the other way
Target sequence (P09923 whole entry, looked up): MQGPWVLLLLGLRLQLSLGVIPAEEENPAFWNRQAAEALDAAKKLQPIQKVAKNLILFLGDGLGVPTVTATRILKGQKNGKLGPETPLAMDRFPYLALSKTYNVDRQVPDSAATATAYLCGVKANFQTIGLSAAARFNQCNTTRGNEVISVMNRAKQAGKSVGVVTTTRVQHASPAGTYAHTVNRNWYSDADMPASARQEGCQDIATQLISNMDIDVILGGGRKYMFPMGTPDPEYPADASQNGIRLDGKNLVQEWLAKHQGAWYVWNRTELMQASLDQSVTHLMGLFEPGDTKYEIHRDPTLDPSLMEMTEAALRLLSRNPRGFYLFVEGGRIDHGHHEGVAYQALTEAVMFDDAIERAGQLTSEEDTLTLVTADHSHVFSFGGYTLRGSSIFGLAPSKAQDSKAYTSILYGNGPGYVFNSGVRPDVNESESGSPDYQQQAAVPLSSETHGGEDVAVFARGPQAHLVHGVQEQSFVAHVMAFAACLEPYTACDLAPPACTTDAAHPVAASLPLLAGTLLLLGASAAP
MPTP inh – permeability transition pore inhibition; isolated mouse mitochondria, Ca2+ swelling absorbance, 30 min; inhibition, % at 10 µM; 360,000 tested, 1.4% active; AID 602449;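 active = inhibition of 50% or more, scaled per plate between neutral and stimulator controls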;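 note: 0% = DMSO wells given calcium and 100% = 1 mM EGTA wells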
hIAP inh – blocks human intestinal alkaline phosphatase; purified IAP, CDP-Star luminescence, 30 min; inhibition, % at 10 µM; 330,000 tested, 0.12% active; AID 2544;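 active = inhibition reaching a set limit with compound at 10 µM in the primary screen, cut at about 35% in these data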;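 note: plate controls were DMSO wells with enzyme for no effect and no-enzyme buffer wells for full effect; values of inactives mirror those of a sister screen read the other way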
An asterisk follows results filed as active; . = not tested or not shown. An excerpt, so the mix of outcomes need not match the whole.

SMILES | A3A deaminase | mIAP activ | APOBEC3G inh | ATG4B inh | mIAP inh | beta cell repl | hIAP act | MPTP inh | hIAP inh
CC1(C)CC2(CCO1)NCCN1C(=O)CSC12 (stereo not given) | -2.4 | 0.92 | -3.9 | 0.8 | 8.0 | -2.4 | 1.07 | 0.0 | -6.8
COc1ccccc1CN1CCCCC1c1cccnc1 (stereo not given) | 0.2 | 0.984 | -3.9 | -0.6 | 1.6 | -2.0 | 0.997 | -0.8 | 0.3
COc1ccc(-c2[nH]ncc2CNC(C)Cc2cccc(C)n2)cc1F (stereo not given) | -1.5 | 0.986 | -6.2 | -7.8 | 1.4 | 4.0 | 1.07 | 1.1 | -6.9
O=C(CN1CCCCC1)c1ccc2c(c1)OCO2 | 0.8 | 0.918 | -0.9 | -11.7 | 8.2 | -1.6 | 0.871 | 3.6 | 12.9
CCOC(=O)c1c(/N=C/C2C(=O)NC(=S)NC2=O)sc(C)c1C | -2.2 | 0.796 | 7.0 | . | 20.4 | -1.0 | 0.967 | . | 3.3
OCC#CC[N+]1(CC#Cc2ccccc2)CCOCC1 | 1.4 | 0.933 | -5.0 | -9.6 | 6.7 | 0.3 | 1.03 | 0.0 | -2.9
C#C[C@@]1(O)CCC2C3CCC4=C/C(=N/OCC(=O)NC(C(=O)NC(CC(C)C)C(=O)O)C(C)C)CC[C@]4(C)C3CC[C@@]21C (stereo not given in full) | 2.3 | 0.945 | -5.3 | -5.5 | 5.5 | 2.4 | 0.936 | 0.0 | 6.4
C[N+](C)(C)CCc1ccc(O)cc1 | 65.3* | 0.967 | 24.8 | -10.9 | 3.3 | -0.1 | 0.857 | -0.1 | 14.3
Nc1c(C(=O)NCCN2CCOCC2)c2nc3ccccc3nc2n1Cc1ccccc1 | -2.5 | 1.25 | -4.0 | -2.1 | -25.1 | -2.0 | 1.16 | 0.2 | -15.9
Fc1ccc(N2CCN(Cc3cc4c(cc3Br)OCO4)CC2)cc1 | -5.3 | 0.996 | 7.9 | -7.6 | 0.4 | -3.0 | 1.22 | 0.6 | -21.6
CCCCn1c(=O)c(C(=O)Nc2ccccc2Cl)c(O)c2ccccc21 | -2.7 | 0.932 | 0.8 | 4.3 | 6.8 | -3.4 | 0.979 | 4.5 | 2.1
O=C1N=c2ccccc2=C/C1=C\c1c(O)[nH]c(=S)[nH]c1=O | -6.9 | 0.824 | 25.3 | -5.0 | 17.6 | 1.6 | 1.13 | -0.8 | -13.0
C/C(CC(c1ccccc1)c1c(O)c2ccccc2oc1=O)=N\Nc1ccc([N+](=O)[O-])cc1[N+](=O)[O-] (stereo not given) | -6.2 | 0.981 | -2.0 | -6.4 | 1.9 | -6.0 | 0.986 | 89.6* | 1.4
COc1c(C)cc(C(=O)C2CCCN(C3CCOCC3)C2)cc1C (stereo not given) | -5.7 | 1.11 | -4.4 | -2.0 | -10.8 | 0.6 | 1.13 | 0.3 | -13.2
C=CCn1c(O)c(C(CC)=NCCCO)c(=O)[nH]c1=O | 8.0 | 1.09 | 1.7 | -5.5 | -8.8 | -1.1 | 0.962 | -6.6 | 3.8
CCOC(=O)c1c(C)n(Cc2ccccc2)c2ccc(OCC(O)CN3C(=O)CNC3=O)cc12 (stereo not given) | -3.5 | 0.934 | -6.6 | -20.7 | 6.6 | 1.6 | 0.871 | 0.0 | 12.9
O=c1c2ccccc2nc(CN2CCCCCC2)n1-c1ccc(F)cc1 | -2.9 | 0.93 | -6.7 | -0.8 | 7.0 | 0.1 | 0.879 | 0.7 | 12.1
CC(C)NC(C)C(=O)c1ccc2ccccc2c1 (stereo not given) | -3.4 | 0.995 | -8.5 | 2.8 | 0.5 | 0.7 | 1.01 | 13.8 | -0.9
Cc1cc(OCC(=O)NCC2CCC(C(=O)O)CC2)c2c3c(c(=O)oc2c1)CCC3 (stereo not given) | -0.7 | 0.919 | 0.2 | -7.3 | 8.1 | 3.8 | 0.885 | -0.5 | 11.5
CC(=O)N1CCC2(CC1)CC(=O)c1cc(OCC(=O)N3CCN(C)CC3)ccc1O2 | -3.4 | 0.845 | -6.5 | -5.1 | 15.5 | -1.3 | 1.15 | -0.7 | -14.7
COc1ccc(-n2c(/C=C3\C(=O)Nc4ccccc43)nc3ccccc3c2=O)cc1 | 0.4 | 0.942 | 2.6 | -2.1 | 5.8 | -0.4 | 0.873 | -1.1 | 12.7
CC(=O)N1CCCSC1=Nc1ccccc1 | -3.1 | 0.925 | -3.8 | -11.2 | 7.5 | 1.3 | 1.07 | 0.3 | -7.3
CCCCCCn1c(=O)c(C(=O)Nc2cccc(C)n2)c(O)c2ccccc21 | -5.1 | 0.996 | -1.9 | 1.7 | 0.4 | -2.6 | 0.899 | 5.4 | 10.1
CCCCP(=O)(O)c1ccccc1 | -2.3 | 1.01 | -4.3 | -5.0 | -0.6 | -1.0 | 0.822 | -0.9 | 17.8
O=C(C1CC(=O)N(C2CCCCC2)C1)N1CCC2(CC1)OCCO2 (stereo not given) | -0.6 | 1.04 | -3.0 | 6.6 | -4.3 | -2.4 | 1.09 | -8.7 | -8.7
Cc1cc(C)[n+](CCCC[n+]2c(C)cc(C)cc2C)c(C)c1 | -2.0 | 0.952 | -3.2 | -1.7 | 4.8 | 4.2 | 0.911 | -1.1 | 8.9
CC1(C)CC(CCNCc2ccc3c(c2)OCO3)(Cc2ccccc2)CCO1 (stereo not given) | -4.0 | 0.95 | -8.0 | -4.9 | 5.0 | -3.0 | 1.05 | 1.4 | -5.3
Cc1ccc(N2C(=O)NC(=O)/C(=C\c3cc(C)n(-c4cc(C(=O)O)cc(C(=O)O)c4)c3C)C2=O)cc1 | 53.9* | 0.924 | 17.1 | 7.8 | 7.6 | -2.5 | 0.917 | 0.1 | 8.3
O=c1[nH]c(=O)n(Cc2ccc(F)cc2)c(O)c1C=NCCCn1ccnc1 | 1.9 | 0.923 | 0.5 | 2.8 | 7.7 | -1.5 | 1.08 | 2.5 | -8.0
CC(C)c1ccc(N=Cc2c(O)n(C3CC3)c(=S)[nH]c2=O)cc1 | -5.4 | 0.883 | -6.3 | 0.6 | 11.7 | 4.5 | 1.18 | 1.5 | -17.5
CCC(C)n1c(O)c(/C=N/Nc2ccccc2)c(=O)[nH]c1=S (stereo not given) | 0.6 | 0.876 | 48.8* | -3.3 | 12.4 | 0.0 | 1.01 | 3.1 | -1.1
CCC(=NCc1cc(OC)cc(OC)c1)c1c(O)n(C)c(=O)n(C)c1=O | -9.5 | 1.05 | -3.4 | -14.4 | -4.9 | -4.4 | 1.29 | 17.2 | -29.3
C=CCN1C(=O)NC(=O)/C(=C/c2cc3c4c(c2)CCCN4CCC3)C1=O | 20.9 | 0.937 | 39.4 | 0.5 | 6.3 | -1.0 | 0.91 | 15.7 | 9.0
CN1CCN(/N=C/c2c(O)n(Cc3ccc(F)cc3)c(=O)[nH]c2=O)CC1 | -3.3 | 0.929 | -8.2 | -11.5 | 7.1 | 0.9 | 0.951 | 1.0 | 4.9
O=C(c1cc(-c2cccnc2)nc2ccc(Cl)cc12)N1CCC2(CC1)OCCO2 | -2.6 | 1.07 | -6.5 | 1.1 | -7.3 | -0.6 | 0.992 | -1.6 | 0.8
CCCCN1CCC(O)(c2ccccc2)C(C(=O)c2ccccc2)C1 (stereo not given) | 0.4 | 1.04 | -3.5 | -12.2 | -3.8 | -3.2 | 0.906 | 1.4 | 9.4
CC(=O)Nc1cc(C(=O)N2CCC3(CC2)OCCO3)ccc1S(=O)(=O)c1ccc(Cl)cc1 | 1.2 | 0.944 | -6.5 | 3.4 | 5.6 | -1.4 | 0.889 | -1.7 | 11.1
C/C(=N\NC(=O)c1ccncc1)c1c(O)n(-c2ccccc2)c(=O)[nH]c1=O | 2.2 | 1.09 | -4.8 | -4.8 | -8.7 | 0.6 | 1.03 | -0.5 | -3.3
N#Cc1ccccc1Cn1cc(C(=O)c2ccccc2F)c2ccccc21 | 2.4 | 0.962 | 4.0 | -8.4 | 3.8 | 0.0 | 0.894 | 1.7 | 10.6
CN1CCC(N(C)c2nc(-c3ccccc3)nc3ccccc23)CC1 | -6.6 | 1.07 | -5.4 | 2.2 | -7.0 | -4.4 | 0.989 | 0.2 | 1.1
Cn1c(O)c(C(=NCCc2c[nH]c3ccccc23)c2ccccc2)c(=O)n(C)c1=O | -4.0 | 1.03 | -8.5 | -3.1 | -3.3 | -3.5 | 1.13 | -1.0 | -12.6
O=C(Cc1ccccc1)OCn1nnc2ccccc2c1=O | 1.0 | 0.992 | 2.4 | -4.4 | 0.8 | -0.9 | 1.22 | 0.1 | -22.2
c1ccc2oc(N3CCNCC3)nc2c1 | 1.2 | 0.837 | 1.9 | -9.6 | 16.3 | -1.8 | 1 | 0.3 | -0.4
Cc1cnc[nH]1 | -1.7 | 0.917 | -8.6 | 2.8 | 8.3 | 6.2 | 0.99 | -0.6 | 1.0
CC(C)n1cc(C(=O)N(CC(=O)NC2CCCC2)Cc2ccccc2)cn1 | -0.7 | 1.02 | -3.5 | -8.6 | -1.6 | -0.8 | 0.937 | -0.5 | 6.3
O=c1c2ccccc2nc(/C=C/c2ccc(F)cc2)n1-c1ccccn1 | -1.3 | 0.913 | -5.6 | -3.5 | 8.7 | -3.6 | 1.14 | . | -14.2
Cn1cc(C(=O)NP(=O)(N2CCOCC2)N2CCOCC2)c2ccccc21 | -2.7 | 0.824 | -3.8 | -4.9 | 17.6 | -0.2 | 0.93 | 0.3 | 7.0
COc1ccc(C(=O)C23CN4CN(CN(C4)C2)C3)cc1 | 6.3 | 0.997 | -2.8 | -0.2 | 0.3 | 1.3 | 0.991 | 1.7 | 0.9
CCn1c(O)c(C=Nc2ccc(S(N)(=O)=O)cc2)c(=O)[nH]c1=S | -4.8 | 0.901 | -6.6 | -9.8 | 9.9 | -0.8 | 1.04 | -0.7 | -4.0
COc1ccc(-c2nn(CCC#N)cc2C(=O)NCc2ccccc2)cc1OC | -8.6 | 0.999 | -6.0 | -5.0 | 0.1 | -2.3 | 1.14 | 1.6 | -13.9
The list continues.
SMILES | A3A deaminase | mIAP activ | APOBEC3G inh | ATG4B inh | mIAP inh | beta cell repl | hIAP act | MPTP inh | hIAP inh
O=c1[nH]c(O)c(C=NCCc2ccccc2)c(=O)[nH]1 | 2.0 | 0.962 | -1.6 | 0.8 | 3.8 | -3.0 | 0.986 | 3.3 | 1.4
Cc1ccc(N2C(=O)/C(=C/c3ccc(CN(CCC#N)S(C)(=O)=O)o3)C(=O)NC2=S)cc1 | 48.6 | 0.532 | 40.2 | 21.5 | 46.8* | 0.5 | 0.939 | 2.7 | 6.1
O=C(CCN1CCCCC1)Nc1ccc(Cl)cc1C(=O)c1ccccc1 | -3.3 | 0.92 | -8.0 | 1.2 | 8.0 | -0.5 | 0.99 | -1.2 | 1.0
C[n+]1c2ccccc2nc2ccc(NCCO)cc21 | 8.4 | 1.08 | 15.2 | 9.4 | -8.4 | -2.2 | 0.88 | 17.8 | 12.0

Part of the list above, showing only ATG4B inh:
| Molecule | ATG4B inh |
| --- | --- |
| Cc1ccc(N2C(=O)/C(=C/c3ccc(CN(CCC#N)S(C)(=O)=O)o3)C(=O)NC2=S)cc1 | 21.5 |
| O=C(CCN1CCCCC1)Nc1ccc(Cl)cc1C(=O)c1ccccc1 | 1.2 |
| C[n+]1c2ccccc2nc2ccc(NCCO)cc21 | 9.4 |
